Screens from PubChem.
IL2 activator: activators of IL-2; IL-2 activation reporter assay, cell-based qHTS; stimulated with anti-CD3/CD4/CD28 beads; in transgenic mouse T cells; activation, % (series mostly up to about 46 µM); 360,000 tested, 0.065% active; AID 652025; in the data active means activation above about 50%; inconclusive means mostly about 30% to 49%; further: 0% is about no effect
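Quantitative HTS in unstimulated transgenic mouse T cells, with memory T cells as non-tolerant control and PMA/ionomycin as tolerance-bypass control. Compound pretreatment lasted 60 minutes before 18 h bead stimulation; EGFP/DsRed fluorescence read.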
WRN inhibitor: WRN helicase (human) inhibition | Q14191 | WRN helicase unwinding, fluorescent forked duplex, kinetic | Potency, µM (series often up to 114 µM), without a hit: at the highest dose activity change, negative = inhibition, hits mostly inhibitors | 360,000 tested, 0.46% active | AID 651768; further: potency means the concentration at half of the fitted maximal effect; on the % scale 0 is the no-effect control and ±100 the full control effect; nearly all actives have a fitted effect of over 55% in size
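Primary qHTS, 1536-well format. 20 nM WRN + compound, 15 min RT; start with 100 nM forked fluorophore/quencher duplex, 2 mM ATP (final); kinetic read ex 525/em 598 nm.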
EPAC1 ag: activates human EPAC1 exchange factor | O95398 | EPAC1 agonist qHTS, biochemical assay; response scale: 100% = response to 6.5 mM cAMP | Potency, µM (doses to about 154 µM), for the others: top-dose activation, actives largely listed as activators | 360,000 tested, 0.073% active | AID 720707; further: potency means the concentration at half of the fitted maximal effect; nearly all actives have a fitted effect of over 60% in size
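Nucleotide exchange assay: 100 nM EPAC1 with 250 nM Rap1B loaded with BODIPY-GDP and 50 uM GDP, room temperature. Fluorescence (480/540 nm) read every 5 min for 30 min; signal change normalized to 6.5 mM cAMP as full agonist.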
PLK1 PBD block: blocks phosphopeptide binding to human PLK1 polo-box domain. Plk1 PBD binding of FITC phosphopeptide, fluorescence polarization. Potency, µM, for the others: max response, negative = inhibition, actives largely listed as inhibitors. 360,000 tested, 2.8% active; further: potency means the concentration at half of the fitted maximal effect; series mostly up to about 57 µM; on the % scale 0 is the no-effect control and ±100 the full control effect; nearly all actives have a fitted effect of over 65% in size
Target sequence (P53350 whole entry, looked up, the tested form may be a part): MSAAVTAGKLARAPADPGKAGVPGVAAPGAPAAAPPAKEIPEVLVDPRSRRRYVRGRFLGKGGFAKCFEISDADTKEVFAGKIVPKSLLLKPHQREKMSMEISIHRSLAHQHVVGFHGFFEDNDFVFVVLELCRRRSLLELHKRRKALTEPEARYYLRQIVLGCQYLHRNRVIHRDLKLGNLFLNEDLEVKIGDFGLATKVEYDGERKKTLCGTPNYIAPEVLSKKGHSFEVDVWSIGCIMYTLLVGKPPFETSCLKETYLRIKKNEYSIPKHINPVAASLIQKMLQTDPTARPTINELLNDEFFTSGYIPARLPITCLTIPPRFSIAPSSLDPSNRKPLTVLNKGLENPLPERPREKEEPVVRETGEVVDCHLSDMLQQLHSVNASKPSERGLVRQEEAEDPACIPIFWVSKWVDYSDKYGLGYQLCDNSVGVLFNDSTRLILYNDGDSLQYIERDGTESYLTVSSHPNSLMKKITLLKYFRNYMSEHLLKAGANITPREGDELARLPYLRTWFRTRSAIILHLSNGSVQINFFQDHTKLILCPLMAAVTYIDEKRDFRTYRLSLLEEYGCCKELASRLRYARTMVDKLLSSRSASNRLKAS
CCT chaperon mod: modulators of cytosolic chaperonin (CCT/TRiC) activity; activity change, % (no concentration beside the values), hits read low; 360,000 tested, 0.3% active; purified chaperonin ATPase assay, HTRF ADP detection, 30 min; in the data active means activity change below about -30%; further: on the % scale 0 is the no-effect control and ±100 the full control effect
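First, chaperonin was dispensed at 40 nM or 20 nM final depending on batch activity. Next, compounds were pinned at 76 uM and ATP added at 10 uM. After 30 min at 37 °C, ADP detection reagents ran 30 min at ambient temperature.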
EPAC2 agonist: EPAC2 (human) agonism. EPAC2 activation, biochemical qHTS; response scale: 100% = 6.5 mM cAMP response. 360,000 tested, 0.079% active. Potency, µM (series often up to 154 µM), for the others: at the top dose activation, actives largely listed as activators. Q8WZA2; further: potency means the concentration at half of the fitted maximal effect; nearly all actives have a fitted effect of over 50% in size
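Guanine nucleotide exchange by EPAC2 is measured as reduced fluorescence of BODIPY-GDP once it is released from 250 nM Rap1B. Plates are read kinetically for 30 min at room temperature; results are scaled to 6.5 mM cAMP.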
EPAC1 antag: antagonists of human EPAC1; Potency, µM (doses to about 115 µM), without a hit: top-dose activity change, negative = inhibition, hits mostly inhibitors; EPAC1 GEF assay, Rap1b-BODIPY-GDP exchange fluorescence; O95398; 360,000 tested, 0.14% active;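 further: potency means the concentration at half of the fitted maximal effect; plate controls were vehicle for no effect and positive control for full effect; nearly all actives have a fitted effect of over 50% in size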
PI5P4K alpha inh: blocks human PI5P4K alpha kinase activity; max response, %; PI5P4Kalpha enzyme, ADP-Glo luminescence, 60 min; active compounds read low; P48426; 330,000 tested, 1.2% active; AID 652105; active means max response of -50% or lower; inconclusive means between -30% and -50%; inactive means -30% or higher; further: value at the top dose of about 77 µM; on the % scale 0 is the no-effect control and ±100 the full control effect
Target sequence (P48426 whole entry, looked up): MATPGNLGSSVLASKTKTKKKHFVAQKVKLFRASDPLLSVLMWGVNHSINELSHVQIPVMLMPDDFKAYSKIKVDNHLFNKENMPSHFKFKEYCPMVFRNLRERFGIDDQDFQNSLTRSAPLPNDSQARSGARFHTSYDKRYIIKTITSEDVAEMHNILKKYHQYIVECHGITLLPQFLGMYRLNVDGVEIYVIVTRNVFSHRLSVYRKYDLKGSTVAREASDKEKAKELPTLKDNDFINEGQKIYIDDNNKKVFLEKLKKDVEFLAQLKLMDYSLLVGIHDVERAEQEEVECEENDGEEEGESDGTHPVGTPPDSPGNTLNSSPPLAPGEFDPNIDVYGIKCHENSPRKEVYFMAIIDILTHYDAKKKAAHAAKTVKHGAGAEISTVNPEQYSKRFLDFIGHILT
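Quantitative HTS of the MLSMR library against PI5P4Kalpha with substrate. ATP added last at 5 microM final; room temperature, 60 minutes. Remaining ATP depleted, ADP converted and read as luminescence.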
* = called active by the depositor; u = inconclusive; x = not tested or not shown; [ ] = remark or other dose. Unless noted, the call rests on the fitted dose curve; in most records, active means well fitted curve in the direction sought with a large enough effect; inconclusive means small, poorly fitted or top-dose-only effect, or another doubt; inactive means no such curve, though single readings can be large; an effect the other way counts as inactive or inconclusive. A portion of the library, so the mix of outcomes need not match the whole.

SMILES	IL2 activator	WRN inhibitor	EPAC1 ag	PLK1 PBD block	CCT chaperon mod	EPAC2 agonist	EPAC1 antag	PI5P4K alpha inh
Nc1ccc(Oc2ccc3c(c2)C(=O)N(CC2CCCO2)C3=O)cc1 (stereo not given)	0.2	-8%	2%	-2%	0.9	3%	-11%	1
Cc1nnc(N2C(=O)C(O)=C(C(=O)c3ccco3)C2c2ccc(C(C)(C)C)cc2)s1 (stereo not given)	0.4	1%	-15%	u	-0.3	-40%[inhibitor]	-23%	-17
CC(C)C1N(C(=O)N2CCOCC2)CCN1S(=O)(=O)c1ccccc1 (stereo not given)	-0.1	-7%	1%	0%	-5.9	3%	-4%	-3
COc1ccc(OC)c(NC(=O)Cn2c(CCC(=O)O)ccc2-c2ccc(C)cc2)c1	-3.2	-9%	-6%	2%	-0.3	-1%	1%	-8
O=C(C1CCC1)N1CCN(c2ccc(Cl)cc2)CC1	1.4	-28%	2%	-4%	-3.9	1%	-14%	-5
C[C@@H]1CN([C@@H](C)CO)C(=O)CCCn2cc(nn2)CO[C@H]1CN(C)C(=O)CCCN(C)C	1.5	4%	-4%	4%	-1.9	5%	1%	-1
Clc1cc(Cl)cc(C2=NC(Cc3ccccc3)CO2)c1 (stereo not given)	0.8	-3%	-13%	5%	-0.6	8%	-4%	17
CC(C)(C)OC(=O)C[C@H]1C/C=C\C[C@H](CC(=O)N(CCO)Cc2ccccc2)C(=O)N[C@H](C(C)(C)C)COC1=O	-2.3	-4%	-30%	-4%	-0.9	-5%	7%	-2
CCCCc1c(O)nc(SCC(=O)N2CCCCC2)n(-c2ccccc2C)c1=O	-1.3	1%	1%	-20%	-3.3	-2%	5%	-4
O=C(COc1ccc2c3c(c(=O)oc2c1)CCC3)N[C@@H](Cc1ccccc1)C(=O)O	0.4	4%	-5%	-2%	-2.8	10%	3%	11
N#Cc1c2n(c3c(N)ncnc13)CCCCC2	-4.1	4%	8%	-10%	-1.1	9%	-7%	-20
COc1ccccc1/C=C/c1onc(C)c1S(=O)(=O)N1CCC(C(=O)NC2CCCCCC2)CC1	-5.3	3%	-1%	u	2.7	5%	9%	-4
Cc1cc(=O)[nH]c(N/N=C/c2ccccn2)n1	-0.8	-10%[57.1 µM]	-7%	1%	-0.2	-19%	9%	3
C(=C\c1ccccc1)/CSc1nc2ncccc2[nH]1	-0.1	5%	0%	-7%	1.1	1%	7%	3
COc1ccc(-c2ccc(-c3nnn(CC(C)=O)n3)cc2)cc1	0.7	-2%	4%	0%	-2.6	-2%	-3%	1
CCc1ccccc1OCC(=O)OCC(=O)Nc1cc(C)on1	-0.1	6%	6%	-13%	-1.4	5%	-8%	-3
CC(=O)c1ccc(N2CCN(c3ccc(S(=O)(=O)NCCN(C)C)cc3[N+](=O)[O-])CC2)cc1	0.7	2%	-5%	0%	1.5	0%	13%	4
CCN(CC)CCn1c(-c2ccc(C)cc2)nc(=S)c2c1CC(C)(C)OC2	-4.3	2%	-5%	-9%	-0.1	-2%	0%	4
CCN(CC1CCCO1)C(=O)CCc1nnc(CCc2ccc(OC)cc2)o1 (stereo not given)	-1.5	-26%	14%	-9%	-0.3	2%	1%	17
COc1cc(OC)cc(-c2c(-c3cccs3)c3cc(-c4ccc(SC)cc4)ccc3n2C)c1	-0.1	4%	-8%	-13%	-0.5	3%	11%	-6
Cc1cccc(CCNC(=O)CC2C(=O)NCCN2Cc2ccccc2C)n1 (stereo not given)	-0.9	4%	6%	-5%	-0.9	2%	-20%	8
CCc1ccc(N2C(=O)C3NN=C(C(=O)OCc4ccccc4)C3C2=O)cc1 (stereo not given)	2.8	-5%	4%	-8%	-0.1	0%	-26%	4
CCCn1c(NC(=O)C2COc3ccccc3O2)nc2ccccc21 (stereo not given)	2.3	2%	-10%	0%	-1.5	-6%	10%	x
CCC(C)(C)NC(=O)C1CC(=O)N(CCc2ccc(F)cc2)C1 (stereo not given)	-0.9	u	2%	-15%	-17	10%	2%	6
CCOc1ccccc1NC(=O)CSC1=C(C#N)C(c2ccco2)C(C(=O)Nc2nc3ccccc3s2)=C(C)N1 (stereo not given)	-1.9	-3%	0%	-15%	-6.7	9%	-1%	-11
CCOc1ccc(CCNC(=O)c2cc(-c3ccccc3)c(N3CCOCC3)s2)cc1	-1.5	-4%	10%	-24%	0.3	2%	-8%	2
Clc1nnc(N/N=C/c2ccccc2)c2ccccc12	-1.2	-11%	7%	-6%	1.6	-6%	-3%	x
CC12CCC(C(=O)Nc3cccnc3)(CC1=O)C2(C)C (stereo not given)	-0.4	6%[57.1 µM]	-1%	-4%	1.2	-4%	1%	-1
CS(=O)(=O)N(Cc1ccccc1)c1ccc(C(=O)NCCSc2ccccn2)cc1	-1.9	12%	-12%	-8%	3.0	3%	4%	-3
COc1cc2c(cc1OC)CN(C(=O)COc1ccc(C)c(C)c1)CC2	1.0	7%	11%	-7%	-2.6	19%	0%	x
CCN(Cc1ccccc1)C(=O)/C=C/c1ccccc1[N+](=O)[O-]	-3.6	6%	-4%	-9%	0.7	2%	5%	-5
CC(=O)NS(=O)(=O)c1ccc(N2C(=O)CC(Sc3nccc(C)n3)C2=O)cc1 (stereo not given)	-0.2	2%	-7%	9%	-1.1	3%	3%	0
CCOC(=O)Cc1csc(NC(=S)NC(=O)c2ccccc2)n1	-2.4	-3%	-7%	u	0.4	-1%	-3%	5
CCN(CC)C(=O)[C@H]1CC(CC(=O)NCCCN(C)C)C(=O)N2CCc3c([nH]c4ccc(OC)cc34)[C@]12C (stereo not given in full)	0.1	3%	7%	-6%	0.1	11%	-7%	-2
CCOC(=O)CSC1=C(C#N)C(c2ccc(C)s2)CC(=O)N1 (stereo not given)	-2.1	-4%[57.1 µM]	4%	3%	-0.3	5%	9%	x
O=C(Nc1ccc2sccc2c1)c1ccc(Cl)s1	1.1	3%	-22%	-1%	0.4	-3%	-23%	2
CC(=O)c1c(C)[nH]c(C2=NNC(=NC(C)(C)C)SC2)c1C	0.2	1%	2%	-4%	2.8	1%	3%	0
CC(C)c1ccc(N(C(=O)c2ccco2)C(C(=O)NC2CCCC2)c2cccnc2)cc1 (stereo not given)	1.1	0%	-2%	0%	-0.4	7%	-12%	4
COC(=O)Cn1c2c(c3cc(C)ccc31)CCCC2	-2.8	6%[57.1 µM]	4%	-9%	-0.1	4%	2%	-4
Cc1ccc2ccccc2[n+]1CCCS(=O)(=O)[O-]	3.3	-11%	1%	-26%	-0.2	8%	0%	7
Cc1ccc(C2C3C(=O)N(c4ccc(C)cc4)C(=O)C3N3CCCN23)cc1 (stereo not given)	1.4	2%	-11%	3%	0.6	6%	4%	-6
O=C(O)c1cc(/C=N\O)ccc1OCc1ccccc1	-0.8	-8%	-3%	2%	-0.7	0%	7%	-5
Cc1ccc(NC(=O)c2ncn(CC(=O)NCc3ccc4c(c3)OCO4)n2)cc1C	-0.1	-6%	-16%	-25%	-2.3	5%	-17%	2
F[B-](F)(F)c1cnc2ccccc2c1	0.6	-1%	-5%	-20%	-0.7	6%	-5%	-1
COc1cc(/C=N/Nc2ccc(F)cc2F)cc(OC)c1OC	-0.7	-5%	12%	-11%	-1.7	1%	9%	12
CC1CCCCN1C(=O)COC(=O)c1cc([N+](=O)[O-])ccc1N (stereo not given)	0.0	-5%	-2%	-1%	1.4	14%	-18%	3
CN(C)S(=O)(=O)c1ccc(C(=O)OCC(=O)Nc2ccc(OC(F)F)cc2)cc1	-0.2	-1%	4%	6%	-0.4	-1%	-8%	-3
COc1ccc(NC(=O)/C(=C/c2cccs2)NC(=O)c2ccco2)cc1	-0.5	0%	-3%	4%	-3.7	11%	1%	-5
O=C(COC(=O)c1ccc(Oc2ccccc2)cc1)Nc1nnc(-c2ccccc2)o1	1.3	-21%	6%	-23%	1.0	6%	-20%	u
CCCc1cc2c(-c3ccccc3)cc(=O)oc2cc1OCc1ccc(C(=O)O)o1	-0.7	-2%[11.6 µM]	0%	24µM*	-1.0	-4%	u	-23

Full records from above. Order of screens: IL2 activator | WRN inhibitor | EPAC1 ag | PLK1 PBD block | CCT chaperon mod | EPAC2 agonist | EPAC1 antag | PI5P4K alpha inh
CN(C)S(=O)(=O)c1ccc(C(=O)OCC(=O)Nc2ccc(OC(F)F)cc2)cc1 reads -0.2 | -1% | 4% | 6% | -0.4 | -1% | -8% | -3
CCCc1cc2c(-c3ccccc3)cc(=O)oc2cc1OCc1ccc(C(=O)O)o1 reads -0.7 | -2%[11.6 µM] | 0% | 24µM* | -1.0 | -4% | u | -23
Cc1ccc(NC(=O)c2ncn(CC(=O)NCc3ccc4c(c3)OCO4)n2)cc1C reads -0.1 | -6% | -16% | -25% | -2.3 | 5% | -17% | 2
COc1ccc(NC(=O)/C(=C/c2cccs2)NC(=O)c2ccco2)cc1 reads -0.5 | 0% | -3% | 4% | -3.7 | 11% | 1% | -5
O=C(COC(=O)c1ccc(Oc2ccccc2)cc1)Nc1nnc(-c2ccccc2)o1 reads 1.3 | -21% | 6% | -23% | 1.0 | 6% | -20% | u

The listing picks up; the two compounds before the break are reprinted first.
SMILES	IL2 activator	WRN inhibitor	EPAC1 ag	PLK1 PBD block	CCT chaperon mod	EPAC2 agonist	EPAC1 antag	PI5P4K alpha inh
O=C(COC(=O)c1ccc(Oc2ccccc2)cc1)Nc1nnc(-c2ccccc2)o1	1.3	-21%	6%	-23%	1.0	6%	-20%	u
CCCc1cc2c(-c3ccccc3)cc(=O)oc2cc1OCc1ccc(C(=O)O)o1	-0.7	-2%[11.6 µM]	0%	24µM*	-1.0	-4%	u	-23
CCn1c(=O)c(C(=O)NCCc2ccc(Cl)cc2)c(O)c2ccccc21	0.6	-6%	4%	-3%	0.9	10%	-14%	31
COc1ccc(N2CCN(C(=O)c3ccc4c(=O)n(CCc5ccc(OC)c(OC)c5)c(=O)[nH]c4c3)CC2)cc1	3.1	-4%	-8%	-3%	-0.6	-1%	2%	-13
COc1cccc(/C=N/NC(=O)Cn2cnc3c2c(=O)n(C)c(=O)n3C)c1OC	-0.4	-15%	-8%	u	1.5	8%	-16%	-5
O=C1c2sc3nc4n(c(=O)c3c2CCC1Br)CCCCC4 (stereo not given)	0.2	-33%	-8%	-1%	-2.7	0%	-8%	-29
Cc1nc(-c2ccccc2)nc(-c2ccccc2)n1	-0.1	0%	-12%	-5%	0.8	1%	-8%	12
O=C(Oc1cc(-c2ccccc2)no1)c1ccc(Cl)cc1	-1.9	-3%	5%	24µM*	-0.8	-9%	-1%	2
FC(F)(F)c1cc(Oc2ccccc2)nc(-c2ccccn2)n1	-1.8	-2%	2%	-1%	-0.4	1%	2%	x
